Compound activity as filed in PubChem.
TTR transcr act – activators of transthyretin transcription; SH-SY5Y TTR promoter Gaussia luciferase, luminescence; 100% = recombinant luciferase protein wells; activation, % at 16.7 µM; 92,000 tested, 1.3% active; AID 1117267;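 active = activation above the mean of all tested compounds plus 3 SD, cut at about 9.5% in these data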;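 note: cells exposed to compounds for one day before reading; 0% = median of all test compound wells on the plate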
* marks the source's active call; other numbers are inactive results; & = joins results of further samples. These rows are one share of the data. The share of hits here may be higher or lower than overall.

TTR transcr act	molecule
0.6	CCOc1ccccc1CNC(=O)C1CCN(c2nn3c(=O)cc(C)nc3s2)CC1
-1.2	CC(=O)c1ccc(NC(=S)NCCc2ccccn2)cc1
-4.1	CC(Nc1cccc2ccccc12)C(=O)N/N=C/c1ccc([N+](=O)[O-])cc1 (stereo not given)
-0.5	CCc1ccc(NC(=O)c2ccc(S(=O)(=O)NCc3cccnc3)cc2)cc1
6.3	Cn1c(CNC(=O)c2ccco2)nnc1SCC(=O)Nc1cccc(Br)c1
0.2	O=C(O)C1Oc2ccccc2C1c1ccccc1 (stereo not given)
0.8	Cc1ccc(-c2nn(CC(=O)Nc3ccc4c(c3)nc3n4CCOC3)c(=O)c3ccccc23)cc1
0.9	COc1ccc(N(Cc2cc3cc(OC)ccc3[nH]c2=O)C(=O)C2CCCO2)cc1 (stereo not given)

Five entries out of the list above, arranged by their value in TTR transcr act, high to low:
TTR transcr act	molecule
0.9	COc1ccc(N(Cc2cc3cc(OC)ccc3[nH]c2=O)C(=O)C2CCCO2)cc1 (stereo not given)
0.8	Cc1ccc(-c2nn(CC(=O)Nc3ccc4c(c3)nc3n4CCOC3)c(=O)c3ccccc23)cc1
0.2	O=C(O)C1Oc2ccccc2C1c1ccccc1 (stereo not given)
-0.5	CCc1ccc(NC(=O)c2ccc(S(=O)(=O)NCc3cccnc3)cc2)cc1
-4.1	CC(Nc1cccc2ccccc12)C(=O)N/N=C/c1ccc([N+](=O)[O-])cc1 (stereo not given)

Reformatted with bars between the fields: 2 of the compounds above.
molecule | TTR transcr act
CCOc1ccccc1CNC(=O)C1CCN(c2nn3c(=O)cc(C)nc3s2)CC1 | 0.6
CC(=O)c1ccc(NC(=S)NCCc2ccccn2)cc1 | -1.2

Next results follow.
TTR transcr act	molecule
5.6	COCC(=O)NCc1nc2ccccc2n1Cc1ccccc1F
-0.9	CCn1c(=N)n(CC(O)c2cccs2)c2ccccc21 (stereo not given)
-0.7	NC(=O)c1ccc(NC(=O)CCCc2nc(-c3ccccc3Cl)no2)cc1
-0.5	CC(=O)NCCNc1nc(NCc2ccccc2)nc2ccsc12
-0.4	COc1ccc(CCN2C(=O)CN=C2Nc2ccc(F)cc2)cc1OC
0.5	N#Cc1c(-n2cccc2/C=N/O)sc2c1CCCC2
19*	Cc1ccccc1C(=O)NCC(=O)NNC(=O)c1cccc(Cl)c1
2.4	COc1ccc2noc3c2c1C(=O)c1ccccc1-3
0.6	COC(=O)c1cc(OC)c(OC)c(OC)c1[N+](=O)[O-]
1.5	CC(C)=NNc1nc2c(c(=O)n(C)c(=O)n2C)n1C
0.1	O=C(CSc1ccc(Cl)cc1)N1CCCC1
8.3	COc1cc2sc(-c3ccc(S(C)(=O)=O)cc3)c(C#CCO)c2cc1OC
6.4	CCOc1ccc(NCc2ccccc2OCc2cccc(F)c2)cc1
2.9	COc1cccc(-n2c(SC3CCOC3=O)nc3ccccc3c2=O)c1 (stereo not given)
-3.5	CCOC(=O)c1c(NC(=O)COC(=O)Cn2c(C(F)(F)F)nc3ccccc32)sc(C)c1C
-2.1	COc1nc(-c2ccccc2)cc(-c2ccc3c(c2)OCO3)c1C#N
-0.2	COc1ccc([N+](=O)[O-])cc1NC(=S)NC(=O)C(C)(C)C
0.5	COc1cc(OC)c(-c2noc(C(=O)OC(C)(C)C)c2C(=O)OC(C)(C)C)c(OC)c1
2.2	O=C(O)c1cc(S(=O)(=O)NCCCN2CCCC2=O)ccc1Cl
-1.7	Cc1ccccc1CSc1nnc2ccc(-c3ccncc3)nn12
-1.1	Clc1cccc(N=NN2CCOCC2)c1Cl
1.4	Cc1ccccc1NS(=O)(=O)c1cccc(C(=O)Nc2cccc(C(=O)O)c2)c1
-0.9	Cc1cccc(NC(=O)N2C3CCCC2CC(NC(=O)C(C)(C)C)C3)c1 (stereo not given)
-2.4	Nc1cc(S(=O)(=O)N2CCCCC2)ccc1N1CCOCC1
-0.9	Cc1c(C(=O)OCC(=O)NCC2CCCO2)oc2ccccc12 (stereo not given)
1.0	CCOP(=O)(OCC)C(NC(=O)Nc1ccc(Cl)cc1)C(=O)N(CC)CC (stereo not given)
2.6	COc1ccc(-c2cc(C(F)(F)F)n3nc(C(=O)N4CCN(C(=O)c5ccco5)CC4)cc3n2)cc1
3.2	COc1ccc(C2/C(=C(/O)c3ccccc3)C(=O)C(=O)N2C)c(OC)c1 (stereo not given)
3.2	CCCc1nnc(NC(=O)CN2CCN(C)CC2)s1
-0.4	C=CCSC(=S)NC1CCS(=O)(=O)C1 (stereo not given)
-0.9	O=C(Cc1cccc(NC(=O)C2CCCN(C(=O)C3CCC3)C2)c1)Nc1ccc(C(=O)N2CCCCC2)cc1 (stereo not given)
-2.0	COc1ccc(NS(=O)(=O)c2cc(NC(=O)C3=NN(c4ccccc4)C(=O)CC3)ccc2C)cc1

Six entries already listed, arranged by length of the SMILES, high to low.
TTR transcr act	molecule
-0.9	O=C(Cc1cccc(NC(=O)C2CCCN(C(=O)C3CCC3)C2)c1)Nc1ccc(C(=O)N2CCCCC2)cc1 (stereo not given)
2.6	COc1ccc(-c2cc(C(F)(F)F)n3nc(C(=O)N4CCN(C(=O)c5ccco5)CC4)cc3n2)cc1
3.2	COc1ccc(C2/C(=C(/O)c3ccccc3)C(=O)C(=O)N2C)c(OC)c1 (stereo not given)
-0.9	Cc1c(C(=O)OCC(=O)NCC2CCCO2)oc2ccccc12 (stereo not given)
3.2	CCCc1nnc(NC(=O)CN2CCN(C)CC2)s1
-0.4	C=CCSC(=S)NC1CCS(=O)(=O)C1 (stereo not given)

Other entries.
TTR transcr act	molecule
1.8	COc1ccc(S(=O)(=O)Nc2ccc3c(c2)COC3=O)cc1OC
-2.0	CC(=O)N1CCc2cc(S(=O)(=O)NCCCN3CCN(Cc4ccccc4)CC3)ccc21
23*	CC(=O)c1sc2nc(C)cc(C)c2c1N
-0.9	C=C1C(=O)O[C@H]2C1CC[C@@](C)(O)C13C=CC(C)(C21)C1(C3)C(=O)O[C@@H]2C3C(C)=CCC3[C@](C)(O)C[C@H](OC(C)=O)C21 (stereo not given in full)
0.6	CCOCCCNC(=O)NC(=O)CN1CCN(S(=O)(=O)c2ccc3c(c2)OCCO3)CC1
1.6	COc1ccc2nc(Nc3nc(C)c(CCC(C)C)c(=O)[nH]3)nc(C)c2c1
1.1	COc1ccc(OC)c(NC(=O)CCN2CCCCCC2)c1
2.6	O=C(CN1CCOCC1)N1CCN(c2ccc([N+](=O)[O-])cc2)CC1
-1.1	O=C(Cn1c(-c2ccccc2)noc1=O)Nc1ccc(S(=O)(=O)N2CCOCC2)cc1
11*	Cc1nn2c3ccccc3n(CCN3CCCCC3)c2nc1=O
-0.6	Cc1ccc(S(=O)(=O)NCC(=O)OCc2nnc(-c3ccccc3)o2)cc1
0.3	CCOC(=O)[C@]12CCCC=C1N(Cc1ccccc1)C(=O)[C@H](CC(=O)NCc1cccs1)C2
2.9	COc1ccc2c(c1)[nH]c1c(=O)n(CCN3CCCC3)cnc12
-4.1	Cc1cc(N2CCCCC2)nc(NCc2ccccc2)n1
-1.2	O=C1C=C(N2CCOCC2)CCC1
-1.2	O=C(N/N=C/c1cccnc1)NC12CC3CC(CC(C3)C1)C2
-1.0	COCC(C)N1CCC(Oc2cccc(C(=O)NCCc3ccccc3)c2)CC1 (stereo not given)
0.8	COc1ccc(CN2CCCCC2C)c(C)c1C (stereo not given)
7.2	C[C@H]1O[C@@H](O[C@H]2CC[C@@]3(C)C(CC[C@]4(C)C3C=C[C@]35OC[C@@]6(CCC(C)(C)C[C@H]63)[C@@H](O)C[C@]54C)[C@]2(C)CO)[C@H](O)[C@@H](O[C@@H]2O[C@H](CO)[C@@H](O)[C@H](O)[C@H]2O)[C@H]1O (stereo not given in full)
-1.7&-6.5	COc1cc(NC(=O)c2csc(N)n2)cc(C(=O)Nc2cccc(C(F)(F)F)c2)c1
0.1	CCOC(=O)c1cc2c(=O)n3cccc(C)c3nc2n(CC2CCCO2)c1=NC(C)=O (stereo not given)
1.6	Cc1ccc(S(=O)(=O)CC(C)N2CCN(C3CCCCC3)CC2)cc1 (stereo not given)
0.1	Cc1cccc(NC(=O)C(Cc2ccccc2)c2nn[nH]n2)c1C (stereo not given)
-3.0	Cn1c(=O)c2c(nc(Oc3ccc(-c4ccccc4)cc3)n2C)n(C)c1=O
-0.2	CCc1[nH]nc(C(=O)NC2CCCc3c2cnn3-c2cc(C)cc(C)c2)c1C (stereo not given)
1.8	O=C(COc1ccccc1)N[C@@H]1c2ccccc2CC[C@@H]1O
-1.1	COc1cc2nncc(SC)c2cc1OC
3.0	Cc1c(C)[n+](=O)c(-c2ccc(Br)cc2)c(C)n1[O-]
1.9	Cc1cc2nc(-c3cccc(Br)c3)c(CC(C)(C)C)n2c(C)c1Br
-2.9	CC1CCCCC1NC(=O)/C=C/c1nc2ccccc2s1 (stereo not given)
2.5	Cc1cc(CNC(=O)CCc2nnc(CCCCc3ccccc3)o2)nn1C
-3.2	CCCCCCCCN1[C@@H](CC(C)=O)c2cc(C(F)(F)F)ccc2S1(=O)=O
-1.4	CCCCCCCCN1C(=O)[C@H](CC(=O)NCc2cccc(C(F)(F)F)c2)C[C@@]2(C(=O)OC)CC(C)(C)CC=C12
-0.3	CC(C)N(CCNC(=O)C1CCCN(c2ncnc3c2nc2n3CCCCC2)C1)Cc1ccccc1 (stereo not given)
1.1	Cc1ccccc1C(=O)Nc1nc2c(C)csc2c(=O)s1
-0.2	O=C(C(=O)N1CCN(C/C=C/c2ccccc2)CC1)c1ccccc1
-1.7	C[C@H](CO)N1C[C@H](C)[C@H](CN(C)C(=O)Nc2ccc(N3CCN(C)CC3)cc2)OCc2cnnn2CCCC1=O
0.3	C=C(C)C(=O)Nc1ccc2c(c1)OCCOCCOCCO2
2.9	O=C(CSc1nc2ccccc2c(=O)n1Cc1ccc(F)cc1)NCc1cccs1
-2.3	O=[N+]([O-])c1ccc(OCc2cn([C@@H](CO)c3ccccc3)nn2)c(Br)c1
-0.9	COC(=O)C(CC(=O)c1ccc(Cl)cc1)c1ccccc1 (stereo not given)
-0.2	O=C(COC(=O)c1c(Cl)cccc1Cl)NCc1cccs1
7.3	CCCCCn1c(SCCc2ccccc2)nc2c1c(=O)[nH]c(=O)n2C
1.6	Cc1ccc(-c2noc(CCC(=O)NCc3ccco3)n2)cc1
2.8	O=C(CSc1ccc2nnc(-c3ccc(Cl)cc3)n2n1)N1CCc2ccccc21
21*	Cc1ccc(S(=O)(=O)N(C)C[C@@H]2Oc3ccc(NC(=O)Cn4cnnn4)cc3C(=O)N([C@@H](C)CO)C[C@H]2C)cc1
-1.8	Cc1cccc(NC(=O)Nc2ccc3c(c2)N(C)C(=O)CS3)n1
0.6	CO[C@H]1O[C@H](C)[C@@H](O)C[C@H]1NC(=O)OCc1ccccc1
1.1	CCCCCC(=O)NN1C(=S)N(c2ccc(OC)cc2)C(=O)C1CC(=O)Nc1ccccc1 (stereo not given)
-0.1	CC(C)COC(=S)Nc1ccccc1
-2.0	COC(=O)C(Cc1ccccc1)NC(=O)c1cc(S(=O)(=O)N(C)C)ccc1Cl (stereo not given)
-1.8	COc1cc(NC(=O)c2ccc(Cl)cc2)c(OC)cc1Cl
-1.2	Clc1ccc(-n2cccc2)cn1
-1.4	CCN(C(N)=S)c1ccccc1
-0.1	CN1CCN(c2nc(-c3ccccc3)c3cc(Cl)ccc3n2)CC1
1.0	O=C1CC(Nc2ccc(N3CCOCC3)cc2)C(=O)N1Cc1ccccc1 (stereo not given)

Other structures follow.
TTR transcr act	molecule
0.2	CC1CN(C(=O)c2ccc(NS(=O)(=O)c3ccc(F)c(F)c3)cc2)CC(C)O1 (stereo not given)
0.1	CCc1c(C)sc(NC(=O)Cc2ccccc2C)c1C(=O)N1CCOCC1
7.4	COc1ccc(NC(=O)c2sc3nc(C)nc(N4CCOCC4)c3c2C)c(OC)c1
0.0	CCCCCCCCS(=O)C1CS(=O)(=O)CC1O (stereo not given)
1.0	COc1ccc(S(=O)(=O)Nc2c(O)ccc3ccccc23)cc1OC
0.6	CC(=O)Nc1cccc(-c2ccnc3c2CC(C)(C(=O)NC(C)C)O3)c1 (stereo not given)
1.1	CC1(C2CCCC2)NC(=O)NC1=O (stereo not given)
-1.4	COc1cccc(N(C(=O)Cn2nnc(-c3ccc(Cl)cc3)n2)C(C(=O)NCC2CCCO2)c2ccc(C)cc2)c1 (stereo not given)
-1.8	COc1ccc(CN2CC(C(=O)NCCc3ccccc3)CC2=O)cc1 (stereo not given)
-0.4	CC(C)(C)C1CCC(C(=O)Nc2nccs2)CC1 (stereo not given)
-0.8	CCCCCCCc1nc2c(=O)n(C)c3ccccc3c2o1
0.1	CN(C1=NC(=O)CS1)c1ccc(O)cc1
-2.4	COCCNC(=O)c1ccc(CN2CCc3ccccc3C2)cc1
-5.6	C[C@H](CO)N1C[C@H](C)[C@@H](CN(C)S(=O)(=O)c2cccs2)Oc2ccc(NC(=O)Nc3ccc(C(F)(F)F)cc3)cc2C1=O
0.1	Cc1ccc(C(=O)NC2CC(C)(C)NC(C)(C)C2)cc1Cl
1.9	CN(C)CCCN(C(=O)c1ccco1)c1nc2ccc(F)cc2s1
-2.5	Cc1cc(C)c(/C([O-])=C(/C(=S)Nc2ccc(SC(F)F)cc2)[n+]2ccccc2)cc1C
1.2	N/C(=N\OC(=O)Nc1ccccc1)c1ccno1
-0.3	COc1ccc(OCC(=O)C2CC2)c(C#N)c1
-1.6	CC1(/[N+]([O-])=C/c2cccc(Cl)c2)CCCCC1=O (stereo not given)
-1.3	CNC(=O)COc1ccc(C=O)cc1OC
-4.1	COc1ccc(C)cc1S(=O)(=O)N1CCCC(C(=O)N2CCN(c3ccccc3F)CC2)C1 (stereo not given)
22*	CCn1c(CCNC(=O)c2ccccc2Cl)n[nH]c1=S
2.2	Cc1c(C(=O)N(CC(C)C)c2c(N)n(Cc3ccccc3)c(=O)[nH]c2=O)sc2nc3n(c(=O)c12)CCC3
